TEAD-YAP block – TEAD-YAP interaction inhibition | HEK-TIYL cells, TEAD-Gal4/YAP UAS-luciferase luminescence | inhibition, % at 9.12 µM | actives 1.4% (n = 640,000); in the data active = inhibition above about 32%;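 also: 0% = median of test compound wells and 100% = reference inhibitor wells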
GPR151 ag – activators of human GPR151; AID 1508602; actives 1% (n = 650,000); activation, % at 11.2 µM; PathHunter beta-arrestin GPR151 cells, luminescence; Q8TDV0; in the data active = activation above about 4.9%;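 also: 0% = median of compound wells and 100% = cells with positive control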
FBW7 act – activators of human E3 ligase FBW7; normalized activity (activation), % at 26.1 µM; actives 0.13% (n = 650,000); AlphaScreen FBW7–phospho-cyclin E peptide binding, activator screen; in the data active = normalized activity above about 1.9%;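 also: purified mutant Fbw7 with reduced substrate affinity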
Target sequence (Q969H0 whole entry, looked up): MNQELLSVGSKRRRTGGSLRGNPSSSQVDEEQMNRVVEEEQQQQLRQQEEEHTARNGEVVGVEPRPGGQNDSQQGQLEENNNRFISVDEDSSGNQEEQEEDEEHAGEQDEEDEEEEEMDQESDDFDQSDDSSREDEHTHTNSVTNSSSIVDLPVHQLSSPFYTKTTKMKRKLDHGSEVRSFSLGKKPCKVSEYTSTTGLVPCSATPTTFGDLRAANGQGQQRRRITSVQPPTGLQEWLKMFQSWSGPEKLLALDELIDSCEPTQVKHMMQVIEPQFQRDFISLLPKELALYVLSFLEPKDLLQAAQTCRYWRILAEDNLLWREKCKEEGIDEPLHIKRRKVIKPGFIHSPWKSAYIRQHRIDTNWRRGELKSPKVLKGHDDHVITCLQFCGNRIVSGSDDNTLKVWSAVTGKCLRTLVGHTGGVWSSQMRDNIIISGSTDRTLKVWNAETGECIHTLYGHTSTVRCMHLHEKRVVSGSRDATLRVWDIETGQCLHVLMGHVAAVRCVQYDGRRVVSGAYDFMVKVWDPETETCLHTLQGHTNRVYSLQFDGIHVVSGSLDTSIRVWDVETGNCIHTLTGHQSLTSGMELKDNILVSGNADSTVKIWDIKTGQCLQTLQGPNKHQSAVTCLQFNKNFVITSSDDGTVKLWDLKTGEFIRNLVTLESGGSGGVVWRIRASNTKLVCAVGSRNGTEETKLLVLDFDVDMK
MITF inh – human MITF inhibition, primary screen; O75030; AlphaScreen MITF homodimerization, bead proximity signal; inhibition, % at 2.6 µM; actives 0.91% (n = 650,000); AID 1259374; in the data active = inhibition above about 50%;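 also: 0% = vehicle wells with protein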
Starred values were filed as active, the others as inactive.

structure | TEAD-YAP block | GPR151 ag | FBW7 act | MITF inh
C/C(=C\c1ccco1)CN1CCC(N2CCC(C(=O)NCC3CCCO3)CC2)CC1 (stereo not given) | -7.1 | -0.2 | 0.4 | 15.9
O=C(CN(C(=O)c1ccc([N+](=O)[O-])cc1)N1C(=O)c2ccccc2C1=O)c1cccs1 | 18.5 | -1.2 | 0.3 | 11.2
Cc1cc(C)nc(SCc2cc(=O)c(OC(=O)COc3ccc(Cl)cc3Cl)co2)n1 | -2.2 | -0.2 | -0.2 | 4.4
CC1CCCCN1C(=O)c1cc2nc(-c3ccc(Cl)c(Cl)c3)cc(C(F)(F)F)n2n1 (stereo not given) | 4.5 | 0.8 | -0.1 | 8.8
NC(=O)c1ccc(-c2cccc(C(=O)NCc3ccccc3)n2)cc1 | -0.1 | -0.7 | 0.5 | 2.3
CCCCCCCNC(=O)c1cc(OC)cc(OC)c1 | -0.6 | 1.1 | 0.3 | -16.9
CC(C)Oc1ccc(C(=O)NCC2Cc3cc(Cl)cc(-c4ncccn4)c3O2)cc1 (stereo not given) | -11.1 | -1.2 | 0.0 | 6.5
O=C(c1cc(C(c2ccccc2)c2ccccc2)no1)N1CCN(CCO)CC1 | -6.2 | -1.4 | 1.8 | 25.3
N#Cc1ccccc1NC(=O)C(=O)NCC(c1ccc2c(c1)OCO2)N1CCOCC1 (stereo not given) | -11.7 | 3.9 | -0.1 | -17.9
CS(=O)(=O)c1ccccc1CN1CCC(N(Cc2cccnc2)S(C)(=O)=O)CC1 | 2.9 | 4.6 | 0.2 | -3.7
CC(=O)Nc1ccc(C(=O)N2CCc3ccccc32)cc1 | -15.0 | -0.9 | 0.0 | 13.3
CCOC(=O)c1cc(-c2ccc(F)cc2)n(CC(=O)NC(C)(C)C)c1C | 1.6 | 0.8 | 0.5 | 6.6
Cc1cnc(C(=O)Nc2onc3c2CCCC3)cn1 | -65.3 | 0.2 | -1.0 | 17.9
Cc1nn(-c2ccccc2)cc1/C=N/Nc1ncnc(N)c1[N+](=O)[O-] | 1.1 | -1.4 | 0.1 | -11.1
COc1ccc(CCNC(=S)NCc2cc(C)n(C)n2)cc1OC | -6.5 | 14.1* | -0.2 | 2.2
CCOc1ccc(-n2c(SC)nc3c(sc(=S)n3-c3ccccc3C)c2=O)cc1 | -1.7 | -0.4 | -0.1 | -17.0
COc1ccc(-c2nc(-c3ccc(C(F)(F)F)cc3)no2)cc1F | 2.8 | 1.2 | 0.5 | 0.1
COc1ccccc1CNCc1cc(=O)oc2c(C)c(C)ccc12 | 2.1 | 0.2 | -0.1 | 8.1
CCOC(=O)c1sc(NC(=O)C2CC=CCC2C(=O)O)nc1C (stereo not given) | 7.5 | -0.9 | 0.0 | 12.5
O=c1c2c(nc(SCc3ccccc3)n1Cc1ccccc1)-c1ccccc1CC21CCCC1 | -2.8 | 0.5 | 0.9 | 22.8
O=C(NCC1CCCO1)NC(=O)c1ccc(Cl)cc1 (stereo not given) | -39.3 | -0.8 | 0.2 | 1.4
O=C(CSc1nc2ccccc2c2nc(-c3ccccc3)nn12)NCc1ccccc1 | 14.3 | -0.8 | 0.1 | 12.9
Cc1cc(C)n(CCNC(=O)CC2C(=O)NCCN2C/C=C/c2ccccc2)n1 (stereo not given) | -9.7 | 1.4 | -0.1 | 0.0
O=c1cc(-c2ccc(F)cc2)ncn1Cc1cccc2ccccc12 | 2.9 | -0.2 | 0.1 | -7.2

Another view of 4 compounds above.
O=c1c2c(nc(SCc3ccccc3)n1Cc1ccccc1)-c1ccccc1CC21CCCC1
  TEAD-YAP block = -2.8 | GPR151 ag = 0.5 | FBW7 act = 0.9 | MITF inh = 22.8
O=C(NCC1CCCO1)NC(=O)c1ccc(Cl)cc1 (stereo not given)
  TEAD-YAP block = -39.3 | GPR151 ag = -0.8 | FBW7 act = 0.2 | MITF inh = 1.4
O=C(CSc1nc2ccccc2c2nc(-c3ccccc3)nn12)NCc1ccccc1
  TEAD-YAP block = 14.3 | GPR151 ag = -0.8 | FBW7 act = 0.1 | MITF inh = 12.9
Cc1cc(C)n(CCNC(=O)CC2C(=O)NCCN2C/C=C/c2ccccc2)n1 (stereo not given)
  TEAD-YAP block = -9.7 | GPR151 ag = 1.4 | FBW7 act = -0.1 | MITF inh = 0.0

New compounds follow
structure | TEAD-YAP block | GPR151 ag | FBW7 act | MITF inh
CCOC(=O)c1cc2sc(C)cc2n1CC(=O)NCCc1ccc(OC)c(OC)c1 | -0.5 | -0.4 | -0.2 | -2.3
COc1cc2c(cc1OC)CN(C)CCc1cc3c(cc1C(=O)C2)OCO3 | -2.1 | 0.5 | -0.1 | -9.3
O=C(NC1CC1)C1CCN(C2CCN(C(=O)/C=C/c3ccc(F)cc3)CC2)CC1 | -11.6 | 4.9 | 0.1 | 3.4
O=C(c1ccccc1)N1N=C(C(F)(F)F)CC1(O)C1CCCCC1 (stereo not given) | -7.0 | 0.4 | 0.4 | -4.3
Cc1ccccc1CN1C(=O)CSc2ccc(C(=O)NC(C)c3ccccc3)cc21 (stereo not given) | 0.0 | 4.7 | 0.5 | 4.5
Cc1nn(-c2ccccc2)c(Cl)c1/C=N/NC(=O)c1ccco1 | -49.2 | -0.1 | 0.1 | 7.2
CCOC(=O)C1=C(C)N=c2s/c(=C\c3ccc(Br)o3)c(=O)n2C1c1ccc(OC)cc1OC (stereo not given) | -22.3 | 0.2 | -0.2 | -0.5
COCCNc1nc(SCc2cc(=O)n3cc(Cl)ccc3n2)nc2ccccc12 | -9.0 | -0.1 | -0.1 | 3.9
CN1CCCc2cc(CN3CCC4(CCC(CNC(=O)c5ccccc5)O4)CC3)ccc21 (stereo not given) | 10.2 | 0.8 | -0.1 | -1.3
Cc1cc(C)c2nc(N(CCCN3CCOCC3)C(=O)c3ccn(C)n3)sc2c1 | -18.7 | -0.2 | -0.2 | -13.7
O=C(Nc1ccc(N2CCCC2)c(Cl)c1)c1ccc([N+](=O)[O-])o1 | -60.7 | -0.2 | -0.5 | 23.1
CC1Cc2ccccc2N1C(=O)CSc1nnc(NC(=O)c2c(F)cccc2F)s1 (stereo not given) | 12.3 | 0.1 | -0.1 | 8.0
CCOc1cccc(N2C(=O)CC(N3CCN(C)CC3)C2=O)c1 (stereo not given) | 1.5 | -0.8 | 0.1 | 10.9
Clc1ccc(CSc2nnc(-c3ccccc3)o2)c(Cl)c1 | 9.5 | 0.1 | 0.6 | 8.3
CC(=O)Nc1nc2ccc(NC(=O)c3sc4ccccc4c3Cl)cc2s1 | 6.1 | -1.0 | 0.0 | 16.0
O=C(Nc1ccc(Br)cc1)c1nc[nH]c1C(=O)Nc1ccccc1[N+](=O)[O-] | 1.5 | 0.1 | 0.1 | 2.1
c1cc(-c2n[nH]c(C3CCCN3)n2)ccn1 (stereo not given) | -4.5 | -0.4 | -0.1 | 5.6
CCC(C)(C)NC(=O)C(c1ccccc1OC)N(C(=O)c1csnn1)C1CC1 (stereo not given) | 1.5 | 1.7 | -0.1 | 21.9
O=C(NC1CCCC1)C(c1cccnc1)N(Cc1ccccc1F)C(=O)c1csnn1 (stereo not given) | 3.1 | -0.9 | 0.6 | 0.8
O=C(NCCOc1ccccc1)c1cnc(-c2csc3ccccc23)s1 | -13.6 | -0.4 | 0.1 | -9.1
CC(CCNCCc1nc(-c2ccccc2)c2cnccn12)c1ccccc1 (stereo not given) | -8.9 | -0.4 | 0.3 | -24.4
CC1(O)CC(C(F)(F)F)=NN1C(=O)c1ccccc1[N+](=O)[O-] (stereo not given) | 8.2 | 1.0 | 0.3 | 2.1
Cc1cc(NCC2CCCO2)nc(Nc2ccc(N3CCOCC3)cc2)n1 (stereo not given) | 19.9 | 4.9* | -0.1 | 3.6
CC1CN(S(=O)(=O)c2ccc(C(=O)NNC(=O)c3sc4ccccc4c3Cl)cc2)CC(C)O1 (stereo not given) | 1.1 | 0.0 | 0.2 | -6.5
O=C1N[C@H](Cc2ccccc2)C(=O)N2CCN(C(=O)c3cc(Cl)cc(Cl)c3)C[C@H]12 | 8.1 | -0.3 | -0.2 | -10.0
COc1nc(N2CC(C)OC(C)C2)nc(N)c1[N+](=O)[O-] (stereo not given) | -6.6 | 1.3 | 0.0 | 9.8
O=C1C(=O)N(c2ccc(O)cc2)C(c2ccccc2F)/C1=C(/O)c1ccccc1 (stereo not given) | -7.3 | -1.0 | 0.1 | -14.9
CN(C)c1cccc(Nc2nc3ncnc(NCc4cccnc4)c3[nH]2)c1 | -2.2 | 0.5 | 0.2 | 12.0
Cc1cc(C(=O)N2CCCc3ccccc32)ccc1[N+](=O)[O-] | 7.8 | 0.8 | 0.0 | -0.9
NC(=O)Nc1ccc(C(=O)OCCOc2ccc(Cl)cc2)cc1 | -7.5 | 0.3 | -0.1 | -9.6
CCOc1ccccc1C1NC(=S)NC(C)=C1C(C)=O (stereo not given) | 0.7 | 0.1 | -0.2 | 7.0
COc1cccc(/C=C/c2nc3ccccc3[nH]c2=O)c1OC | -20.6 | 0.2 | 0.7 | 14.7
NC(=O)c1c(NC(=O)CCc2ccccc2)sc2c1CCN(Cc1ccccc1)C2 | 7.2 | 1.3 | -0.1 | -3.7
CCn1cc(C(=O)N2CCC(n3c(C)nc4sc(C)c(C)c4c3=O)CC2)cn1 | 9.5 | -0.8 | 0.1 | -3.1
COC(=O)c1ccc(C2C3=C(Nc4c2c(=O)[nH]c(=O)n4C)c2ccccc2C3=O)cc1 (stereo not given) | -10.8 | -0.5 | -0.1 | -1.9
CCOCCn1cnc2sc(C(=O)N3CCCC(C(=O)OCC)C3)c(C)c2c1=O (stereo not given) | 5.3 | -1.2 | -0.1 | -2.0
CC(Cc1c[nH]c2ccccc12)NC(=O)c1ccc([N+](=O)[O-])cc1 (stereo not given) | 6.3 | 1.2 | 0.0 | 7.0
Cc1cccc(NC2OC(=O)c3ccccc32)c1 (stereo not given) | 4.9 | -1.1 | -0.2 | 0.2
COc1ccc(Cc2nnc(C3CCN(CC(=O)NCc4ccccc4)CC3)s2)cc1 | 0.8 | 3.2 | 0.1 | -8.9
CCCCCCCC(=O)NN1C(=O)CSC1=S | 2.5 | -0.1 | -0.1 | -4.8
COc1ccc(/C=C(\NC(=O)c2ccccc2)C(=O)NCc2ccco2)cc1 | -3.4 | -0.2 | -0.1 | 7.2
O=C(O)CCN1C(=O)c2cccc([N+](=O)[O-])c2C1=O | -4.2 | 0.7 | 1.5 | -4.2
Cc1ccc(C)c(Nc2cc(C)c(C#N)c3nc4ccccc4n23)c1 | 4.8 | 0.4 | 0.0 | -1.2
COc1ccc(Br)cc1-c1noc(-c2ccc([N+](=O)[O-])cc2)n1 | 3.2 | 0.5 | -0.1 | -11.2
Cc1ccc(N(Cc2ccc(Br)cc2)S(C)(=O)=O)cc1 | -5.3 | -0.8 | 0.7 | -13.2
C/C(=N\N=C\c1cccc([N+](=O)[O-])c1)C1C(=O)c2ccccc2C1=O | -0.3 | -1.4 | -0.1 | 18.5
O=C(CSCc1cccc(Br)c1)N/N=C/c1ccco1 | 10.1 | -1.0 | 0.3 | 10.9
Cc1ccc(C(=O)Oc2ccc(NC(=O)C3CC(=O)N(c4ccccc4)C3)cc2)cc1 (stereo not given) | 8.5 | 0.4 | -0.1 | 4.7

Copied from the results shown for reference:
structure | TEAD-YAP block | GPR151 ag | FBW7 act | MITF inh
CC(Cc1c[nH]c2ccccc12)NC(=O)c1ccc([N+](=O)[O-])cc1 (stereo not given) | 6.3 | 1.2 | 0.0 | 7.0
Cc1cccc(NC2OC(=O)c3ccccc32)c1 (stereo not given) | 4.9 | -1.1 | -0.2 | 0.2
COc1ccc(Cc2nnc(C3CCN(CC(=O)NCc4ccccc4)CC3)s2)cc1 | 0.8 | 3.2 | 0.1 | -8.9

The listing continues.
structure | TEAD-YAP block | GPR151 ag | FBW7 act | MITF inh
COc1ccc(-c2cc(C(F)(F)F)n3nc(C(=O)NCCCN4CCOCC4)cc3n2)cc1 | 4.2 | 0.1 | -0.1 | -8.3
Cc1cc(C)cc(NC(=O)CCN2CCCC(C)C2)c1 (stereo not given) | 8.1 | 1.5 | 0.0 | -5.2
COc1ccc(C2C(C(=O)OCc3ccccc3)=C(C)NC3=C2C(=O)CC(c2ccccc2)C3)c(OC)c1 (stereo not given) | -10.2 | -0.5 | 0.5 | -8.0
O=C(CN(CCc1ccccc1)S(=O)(=O)c1ccc(Cl)cc1)NCc1ccccn1 | 7.5 | -2.2 | 0.0 | 1.9
O=C(Nc1ccccc1Cl)c1c(NC(=S)Nc2ccccc2)sc2c1CCCCC2 | -2.8 | -2.3 | -0.1 | 4.1
CCCCc1ccc(NC(=O)COc2cccc(Cl)c2)cc1 | -4.2 | -1.0 | -0.1 | 7.8
Cc1cc(Br)ccc1OCCCCNCCO | 2.6 | -0.4 | 0.1 | 23.9
CCOC(=O)CNC(=O)N1CCC(CN2CCCCC2)CC1 | 15.3 | -0.5 | -0.1 | 4.4
COc1ccc(-c2cnnc(NCCN3CCCC(O)C3)n2)cc1 (stereo not given) | 2.9 | 0.3 | 0.5 | 17.9
O=C(NNC(=O)C1C2CCCCC21)Nc1ccc(Cl)cc1 (stereo not given) | 0.6 | -0.1 | -0.1 | -6.9
Cc1cc(-c2ccccc2)nc(N/N=C/c2ccncc2)n1 | 4.0 | -0.2 | 0.0 | -4.3

High-throughput results as filed in PubChem.
